SRC3 TRFRET art = counter-screen for PPARgamma SRC-3 recruitment agonists: TR-FRET artefact; 0.39% of 99,000 active; PPARgamma/SRC-3 format; stronger effect = higher value; AID 1048; TR-FRET ratio at 8 µM; in the data active = TR-FRET ratio above about 2000; note: inactives centre near 1600; reference of the scale not given here
SRC1 TRFRET art = flags TR-FRET format artefacts in PPARgamma SRC-1 recruitment agonist screen; TR-FRET detection artefact counter-screen, emission ratio; stronger effect = higher value; TR-FRET ratio at 8 µM; 0.34% of 99,000 active; AID 1051; in the data active = TR-FRET ratio above about 2300; note: inactives centre near 1800; reference of the scale not given here
The depositor's hits bear a star; & = joins results of further samples.

#1 Oc1cc2c(cc1O)C1c3ccc(O)c(O)c3OCC1(O)C2 (stereo not given)
#2 C[C@]12CC[C@H]3C(=CCc4cc(O)ccc43)[C@@H]1CCC2=O
#3 Cc1ccsc1/C=C/C1=NCCCN1C
#4 C#C[C@]1(O)CC[C@H]2[C@@H]3CCC4=CC(=O)CC[C@@H]4[C@H]3CC[C@@]21CC
#5 Cc1cc(O)c2c(c1)C(=O)c1cccc(O)c1C2=O
#6 CC1(C)Oc2ccc(C#N)cc2[C@@H](N2CCCC2=O)[C@@H]1O
#7 O=C(c1ccccc1)c1ccc2n1CCC2C(=O)O (stereo not given)
#8 COc1cc(C)nc(-n2nc(C)cc2OC)n1

screen / no.	1	2	3	4	5	6	7	8
SRC3 TRFRET art	1777	1574	1738	1338&1556	1630	1572	1502	1550
SRC1 TRFRET art	2256	1763	1890	1760&1836	2096	1559	1745	1642

#9 O=C1CCc2cc(OCCCCc3nnnn3C3CCCCC3)ccc2N1
#10 CCN(CC)CCOC(=O)C(c1ccccc1)c1ccccc1
#11 OCC(O)CN1CCN(c2ccccc2)CC1 (stereo not given)
#12 CCCN(CCC)C(=O)C(CCC(=O)O)NC(=O)c1ccccc1 (stereo not given)
#13 CN(C)CCOC(=O)C(c1ccccc1)C1(O)CCCC1 (stereo not given)
#14 CC(=O)O[C@@]12CO[C@@H]1C[C@H](O)[C@@]1(C)C(=O)[C@H](O)C3=C(C)[C@@H](OC(=O)[C@H](O)[C@@H](NC(=O)OC(C)(C)C)c4ccccc4)C[C@](O)([C@@H](OC(=O)c4ccccc4)[C@H]21)C3(C)C
#15 O=C(O)CCCCCCCC(=O)O
#16 CCOc1ccc(NC(=S)N2CCC(C(O)(c3ccccc3)c3ccccc3)CC2)cc1

screen / no.	9	10	11	12	13	14	15	16
SRC3 TRFRET art	1809&1334&1500	1715	1717	1511	1601	1285	1543	1417
SRC1 TRFRET art	1811&1586&1788	1631	1845	1700	1676	2014	1690	1727

#17 Cc1oncc1C(=O)Nc1ccc(C(F)(F)F)cc1
#18 CN1CCC(=C2c3ccccc3CC(=O)c3sccc32)CC1
#19 CN1CCN(c2c(F)cc3c(=O)c(C(=O)O)cn4c3c2SCC4)CC1
#20 C[C@@H]1C[C@H]2[C@@H]3C[C@H](F)C4=CC(=O)C(Cl)=C[C@]4(C)[C@@]3(F)[C@@H](O)C[C@]2(C)[C@@]1(O)C(=O)CO
#21 CCCCOC(=O)c1ccc(N)cc1

screen / no.	17	18	19	20	21
SRC3 TRFRET art	1712	1845&1623	1551&1452	1367	1625
SRC1 TRFRET art	1912	1836&1821	1786&1660	1967	1697

Record cards (already shown). Order of values: SRC3 TRFRET art	SRC1 TRFRET art
Results for C[C@@H]1C[C@H]2[C@@H]3C[C@H](F)C4=CC(=O)C(Cl)=C[C@]4(C)[C@@]3(F)[C@@H](O)C[C@]2(C)[C@@]1(O)C(=O)CO → 1367	1967
Results for CCCCOC(=O)c1ccc(N)cc1 → 1625	1697

Part of the list above in order of length of the SMILES, highest first:
#20 C[C@@H]1C[C@H]2[C@@H]3C[C@H](F)C4=CC(=O)C(Cl)=C[C@]4(C)[C@@]3(F)[C@@H](O)C[C@]2(C)[C@@]1(O)C(=O)CO
#16 CCOc1ccc(NC(=S)N2CCC(C(O)(c3ccccc3)c3ccccc3)CC2)cc1
#18 CN1CCC(=C2c3ccccc3CC(=O)c3sccc32)CC1

screen / no.	20	16	18
SRC3 TRFRET art	1367	1417	1845&1623
SRC1 TRFRET art	1967	1727	1836&1821

Screening data as filed in PubChem BioAssay.

Only part of the results is shown; rates above refer to the full screens.
